Source: PubChem (Broad Institute)
CAL PDZ FP-1 = untagged CAL PDZ binding inhibitors, primary screen, biochemical, fluorescence polarization, HTS; AID 602252, 2012; inhibition, % at 24.9 µM; Golgi-associated PDZ and coiled-coil motif-containing protein (Homo sapiens), Q9HD26; 300,000 compounds, 0.92% hits; purified CAL PDZ, TMR-peptide fluorescence polarization, 1 h;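 active means mean inhibition of at least 30% with at least half of replicates also reaching 30%; inconclusive means no clear call, values can overlap the other calls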;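 further: 0% = DMSO neutral control and 100% = excess unlabeled competitor peptide PRC23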
NSD2 inh = NSD2 histone methyltransferase inhibitors, primary screen, biochemical, AlphaScreen, single concentration, set 2. inhibition, % at 12.5 µM. AID 743445, 2014. 310,000 compounds, 0.54% hits. NSD2 peptide methylation, 120 min; in the data active means inhibition above about 50%
SR-BI DiI inh = inhibitors of SR-BI mediated HDL lipid uptake, primary screen, ldlA[mSR-BI] cells, fluorescence, single point. AID 488896, 2010. inhibition, % at 12.5 µM. ldlA[mSR-BI] CHO cells, DiI-HDL uptake fluorescence, 3 h. 320,000 compounds, 0.96% hits;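 active means mean replicate inhibition of at least 70% and a set share of replicates each scoring 70 or more; inconclusive means meets just one of the two criteria; inactive means fails both criteria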;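 further: 0% = median of neutral control wells and 100% = median of positive control wells; values of inactives mirror those of a sister screen read the other way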
PfHsp90 yeast 2 = growth inhibition of PfHsp90-expressing yeast, primary screen, antimalarial PfHsp90 inhibitor project, S. cerevisiae, BacTiter-Glo luminescence, single point, set 2 | BacTiter-Glo ATP, 48 h; yeast lacking PDR1 and PDR3 efflux regulators | inhibition, % at 9.4 µM | 310,000 compounds, 0.32% hits | AID 504621, 2011;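 active means every replicate shows inhibition above about 80%, whatever the replicate mean, limit read from the data; inconclusive means mean inhibition reaches the set limit but some replicate falls short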;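 further: 0% = DMSO neutral controls and 100% = 20 µM radicicol positive controls; yeast relying on Plasmodium falciparum Hsp90 in place of its own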
Rtt109 Vps75 = inhibitors of C. albicans Rtt109/Vps75 HAT, primary screen, biochemical, ThioGlo CoA-SH fluorescence, plate reader | 330,000 compounds, 0.16% hits | purified Rtt109/Vps75, 4 h | AID 540336, 2011 | inhibition, % at 34.9 µM;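 active means inhibition of at least 50% in every replicate; inconclusive means best replicate reaches 50% inhibition but some replicates fall short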
MITF act = activators of MITF-driven TRPM1 promoter reporter, primary screen, cell-based, SK-MEL-5, luciferase, single point; SK-MEL-5 TRPM1-promoter luciferase, 24 h; % of positive control, neutral wells = 0; activation, % at 12.5 µM; 300,000 compounds, 0.75% hits; AID 588334, 2011;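 active means mean activation of at least 80% with every replicate also reaching 80%; inconclusive means mean reaches 80% but some replicate falls short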;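 further: 0% = neutral control wells and 100% = parthenolide positive control wells; values of inactives mirror those of a sister screen read the other way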
PvdQ inh = P. aeruginosa PvdQ acylase inhibitors, primary screen, biochemical, fluorescence, plate reader and imaging, single point | PvdQ acylase [Pseudomonas aeruginosa LESB58] | purified PvdQ acylase | inhibition, % at 10 µM | 340,000 compounds, 0.063% hits; in the data active means inhibition above about 30%, passing the limit was not always enough; inconclusive means no clear call, values can overlap the other calls;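 further: 0% = vehicle neutral wells and 100% = reference inhibitor wells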
dFosB activator = activators of delta FosB homodimer, primary screen, biochemical, fluorescence polarization, TAMRA-CDK5 oligo, single point | Protein FosB (Mus musculus), P13346 | purified delta FosB; percent of positive-control signal above neutral wells | activation, % at 25 µM | 340,000 compounds, 0.99% hits;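 active means mean activation above about 17%, with every replicate also reaching it, limit read from the data, passing the limit was not always enough; inconclusive means only one of the two conditions met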;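 further: fluorescence polarization rise as delta FosB binds a TAMRA Cdk5 AP-1 oligo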
CAL PDZ FP-2 = CAL PDZ peptide-binding inhibitors, primary screen, biochemical, fluorescence polarization, Cer-tagged CAL PDZ, HTS; 330,000 compounds, 0.02% hits; inhibition, % at 20 µM; AID 504414, 2011; purified CAL PDZ, TMR-peptide fluorescence polarization, 1 h; Golgi-associated PDZ and coiled-coil motif-containing protein (Homo sapiens), Q9HD26;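 active means highest replicate inhibition of at least 40%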;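 further: plate controls were DMSO neutral control wells for no effect and unlabeled competitor peptide control wells for full effect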
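System: purified tagged CAL PDZ domain construct (CerCALP). Schedule: 1 h incubation at room temperature before polarization reading. Medium: 25 mM sodium phosphate pH 7.4, 150 mM NaCl, TCEP, IgG, Thesit. Read-out: percent inhibition from loss of millipolarization. Measured by: FP readout, S and P plane fluorescence. Probe or stimulus: fluorescent TMR peptide probe.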
SR-BI uptake up = activators of SR-BI mediated DiI-HDL uptake, primary screen, ldlA[mSR-BI] CHO cells, DiI fluorescence; 3 h; 100 = double the neutral-control signal; 320,000 compounds, 0.096% hits; activation, % at 12.5 µM; AID 504775, 2011;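 active means mean replicate activation of at least 60% and every replicate at or above 60%; inconclusive means mean or all-replicate condition met, but not both; inactive means mean below 60% and not all replicates reaching 60%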;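 further: 0% = median plate neutral-control signal and 100% = twice that signal; values of inactives mirror those of a sister screen read the other way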
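Material: SR-BI-overexpressing, LDLR-lacking CHO cells; schedule: compound exposure 3 h, 37 °C; reagent: DiI-labelled HDL at 10 µg/mL final; technique: bottom-read fluorescence, 550/595 nm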
Numbers without * were called inactive; ? = inconclusive; . = no result given. Random draw from the library; about 4.3% have a hit in one of these screens.

SMILES	CAL PDZ FP-1	NSD2 inh	SR-BI DiI inh	PfHsp90 yeast 2	Rtt109 Vps75	MITF act	PvdQ inh	dFosB activator	CAL PDZ FP-2	SR-BI uptake up
CCCOc1ccc(S(=O)(=O)NCCN2CCOCC2)c2ccccc12	.	-1	7	3	-1	-9	7	-6	-1.3	-7
NC(=O)c1ccc(NC(=O)CSc2nnc(C3CC3)n2C2CC2)cc1	-2	-1	-13	11	-5	6	-8	6	0.4	13
O=c1cc(-c2ccccc2)oc2ccc(Br)cc12	-3	.	-15	-13	1	47	-10	-6	-0.8	15
COc1ccc(C(CNC(=O)c2ccc(C)c(S(=O)(=O)N3CCCCC3)c2)N(C)C)cc1OC (configuration not stated)	-4	0	.	-6	0	6	-13	-10	0.0	.
CCc1ccccc1NC(=O)CN(C)S(=O)(=O)c1ccc2c(c1)c(=O)n(C)c(=O)n2C	.	.	6	22	4	.	-6	-4	-1.0	-4
O=C(O)C1CCN(S(=O)(=O)c2cccnc2)CC1	0	-3	-19	-2	5	5	0	1	-0.3	19
Oc1c(Br)cccc1/C=N/c1ncn[nH]1	0	0	1	-5	6	-2	-8	1	0.5	-1
Cc1noc(C)c1CSc1nnc(C)c(=O)[nH]1	-18	-2	2	.	-7	.	0	-1	-0.5	-2
COc1cc(C(=O)Nc2nc3ccccc3[nH]2)cc(OC)c1OC	-2	4	64	.	10	5	-8	-1	.	-64
COC(CNC(=O)C1CCCN1C(=O)OCc1ccccc1)OC (configuration not stated)	-7	2	-2	-19	9	-19	7	-5	-2.1	2
COc1ccccc1-n1cc(-c2ccc([N+](=O)[O-])cc2)[nH]c1=S	63*	6	13	-10	-1	13	-14	0	0.8	-13
O=C(O)c1cc(N/N=C/c2ccc(-c3ccc(F)cc3)o2)ccc1Cl	0	-2	-24	13	16	15	-10	-15	-0.7	24
COc1cccc(/C=N/NC(=O)CCc2c(C)n[nH]c2C)c1	-2	-6	6	-2	0	-5	3	2	-1.5	-6
CC(=O)N1CCN(C(=O)c2cccc(S(=O)(=O)Nc3ccc(C)cc3)c2)CC1	-39	-2	-33	22	-5	4	-18	1	-3.3	33
COC(=O)CCCC1=CC2=CC(=O)C(C)(OC(=O)c3cccs3)C(=O)C2=CN1CCc1ccccn1 (configuration not stated)	-1	.	-12	9	11	3	-9	-10	0.5	12
CC(C)c1cc(-c2cc(C(=O)NCc3ccccc3)on2)nc(NC2CCCC2)n1	0	.	8	0	-10	-2	16	8	-0.7	-8
CCCCn1c(N)c(N(CCOC)C(=O)c2ccc(-c3ccc(C(C)=O)cc3)o2)c(=O)[nH]c1=O	3	14	17	.	6	17	-8	-11	-2.1	-17
C/C(Cl)=C/Cn1c(NCCN(C)C)nc2c1c(=O)n(C)c(=O)n2C	-1	3	-1	-12	-2	12	-15	4	0.9	1
Cc1ccc(C(=O)NCc2cccnc2)cc1S(=O)(=O)N1CCCCCC1	-7	2	-14	7	-4	2	-12	-4	-0.3	.
Cc1sc2c(c1C)CN(CCN1CCOCC1)CN2C(=O)c1ccccc1	4	-3	-18	-1	0	0	-6	-4	-1.3	18
CN1CCN(CC(=O)Nc2c(C(=O)C3CC3)oc3ccccc23)CC1	-5	2	-20	5	-7	.	14	-2	-0.6	20
Cc1ccc(Sc2ncccc2O)cc1	-4	0	-9	13	-5	20	-14	-8	0.1	9
CCC(=O)N1CCc2cc(S(=O)(=O)NCCC(=O)N3CCc4ccccc4C3)ccc21	-1	-1	-16	.	.	.	-8	-8	-2.4	16
Cc1ccc(-c2csc3ncnc(NCCN4CCOCC4)c23)cc1	0	2	12	-11	10	-14	1	-11	-2.6	-12
CC1=C(C(=O)OCC2CCCO2)C(c2ccncc2)C2=C(CC(C)(C)CC2=O)N1 (configuration not stated)	40*	-1	-16	-8	-179	5	-20	-2	.	16
(more compounds)
SMILES	CAL PDZ FP-1	NSD2 inh	SR-BI DiI inh	PfHsp90 yeast 2	Rtt109 Vps75	MITF act	PvdQ inh	dFosB activator	CAL PDZ FP-2	SR-BI uptake up
Cc1nc2ncnn2c(C)c1CCC(=O)NC(C)CCc1ccco1 (configuration not stated)	-2	-1	-3	0	5	.	-3	0	-0.2	3
CNS(=O)(=O)c1cccc(C(=O)OCC(=O)c2c(N)n(Cc3ccccc3)c(=O)n(C)c2=O)c1	-2	2	17	10	11	-12	-1	-4	-1.0	-17
Cc1cccc(C(=O)NCc2ccco2)c1	2	-5	10	-2	-6	3	-7	-2	0.8	-10
COC(=O)Cn1c2ccccc2c2nc(C)sc21	.	2	6	-16	-8	31	-11	-6	0.1	-6
CCNC(=S)NS(=O)(=O)c1ccc(F)cc1	0	2	-14	9	7	-6	-3	4	0.1	14
CN(C(=O)c1ccccc1C(=O)OCC(=O)Nc1ccc(S(N)(=O)=O)cc1)c1ccccc1	.	2	-21	-16	-11	0	-2	-2	-0.7	21
O=C1CCC(=O)N1c1cccc(OS(=O)(=O)c2ccccc2)c1	0	-1	-39	-6	-4	-4	-2	-4	-1.1	39
CCOC(=O)c1nnc(-c2cccs2)nc1NC(C)C	-4	4	2	3	27	.	13	-5	0.0	-2
CCCN(Cc1nnc(-c2ccccc2Cl)o1)C(=O)c1cc([N+](=O)[O-])cc([N+](=O)[O-])c1	.	-8	24	-34	16	-22	11	-1	-0.2	-24
Cc1cc(OCCCn2ccnc2)ccc1C(C)C	-2	21	11	1	5	-7	-4	-5	-0.5	-11
CCCNC(=O)NCCC12CC3CC(CC(C3)C1)C2	-7	-6	-19	13	3	27	-3	-6	-1.0	19
O=C(CCc1nc2ccccc2[nH]1)Nc1ccc2c(c1)OCCO2	-1	.	-9	-27	4	2	-8	-8	-3.2	9
COc1cc(OC)c(C2CC(=O)N3CN(c4ccccc4)CSC3=C2C#N)cc1OC (configuration not stated)	.	0	-31	.	5	5	-6	-13	-0.5	31
O=C(O)COc1ccccc1/C=C1\C(=O)Nc2ccc(Br)cc21	1	8	1	35	-7	-20	-14	-11	-3.9	-1
COc1ccc(-n2c(=O)c3ccccc3n(CC(=O)c3ccccc3)c2=O)cc1OC	2	28	.	-7	-3	0	0	-11	-4.1	.
CC1=CC2C(C(O)CC3(C)C2CC(C)C32OCOC23COCO3)C2(C)C/C(=C\O)C(=O)C=C12 (configuration not stated)	-2	7	-7	110*	-1	-80	-13	-33	-0.7	7
COc1ccc(C(=O)Nn2c(SCC(=O)NCc3ccco3)nc3ccccc3c2=O)cc1	-1	-5	5	10	-12	-3	3	?	-2.7	-5
Cc1ccc(CN2CCN(Cc3ccncc3)CC2CCO)o1 (configuration not stated)	-1	-206	-12	9	-2	-7	-15	2	-0.2	12
CC(C)c1ccc(CNc2ncccn2)cc1	0	5	-17	-4	1	.	-7	-4	-1.5	17
CC(NC(=S)Nc1ccc([N+](=O)[O-])cc1)c1ccncc1 (configuration not stated)	6	-2	25	-2	4	2	2	-5	-0.6	-25
O=C(CCN1CCCCCC1)Nc1cccc(Cl)c1	-1	0	-17	21	16	-4	-1	-5	-1.9	17
Clc1c(-c2nnc3n2CCC3)sc2ccccc12	-3	.	-8	-7	3	12	-12	-6	-1.4	8
Cc1ccccc1NC(=O)c1c(C)[nH]c(=S)c(C#N)c1-c1ccco1	.	0	21	6	3	3	-7	-3	0.2	-21
CCCCC/C=C/C1=CC(=O)C[C@H](c2ccc(Cl)cc2)C1	-2	.	-18	23	-2	10	-17	-4	-0.4	18
O=C1NC(=O)/C(=C\c2ccccc2OCc2ccc([N+](=O)[O-])cc2)N1	4	-1	7	-3	-3	-9	-10	15	-1.9	-7
(next part)
SMILES	CAL PDZ FP-1	NSD2 inh	SR-BI DiI inh	PfHsp90 yeast 2	Rtt109 Vps75	MITF act	PvdQ inh	dFosB activator	CAL PDZ FP-2	SR-BI uptake up
CCn1cc(C(=O)O)c(=O)c2cc(F)c(N3CCN(C(=S)NC(=O)c4ccc(F)c(F)c4)CC3)cc21	.	.	12	1	-1	.	9	-5	-0.6	-12
Cc1cc(-n2nnc3ccccc32)nc2ccccc12	-1	36	21	.	2	5	12	-16	-2.6	-21
Cc1ccc(NC(=O)N2CCCC(c3ccccc3)C2)cc1 (configuration not stated)	-1	-6	7	2	3	43	3	-7	-0.4	-7
Cc1cc(C)n2ncnc2n1	-4	-1	-26	21	10	.	-16	5	0.3	26
CCCn1nnnc1NCc1ccccc1F	0	-4	-14	-6	3	.	-1	8	-0.4	14
Cc1cc(OCC(=O)NCc2ccccn2)c2c(C)c(C)c(=O)oc2c1	0	-3	31	-4	11	-8	7	-12	-2.5	-31
O=[N+]([O-])c1cc(S(=O)(=O)NCCc2ccccn2)ccc1Cl	40*	2	-5	-4	-20	-6	-3	-5	0.3	5
Cc1nc(NC(=O)CSc2cc(C)c3ccccc3n2)c(Cl)cc1Cl	-1	-1	54	-8	-3	4	6	-1	-2.4	-54
O=C(COC(=O)c1ccco1)Nc1ccccc1[N+](=O)[O-]	-5	.	2	-7	-5	10	-5	-4	-2.1	-2
S=C(NCc1ccccc1)N1CCN(C2CCCCC2)CC1	3	-2	4	-14	-9	8	-16	-9	12	-4
C=CCC(O)(CC=C)CNC(=O)C1CCC(=O)N(CCCc2ccccc2)C1 (configuration not stated)	2	-4	4	-8	10	10	-4	-8	-26	-4
O=C(C1CCN(S(=O)(=O)c2cccc3nonc23)CC1)N1CCCCC1	0	44	.	10	-8	-5	-16	-1	-1.5	.
COc1ccc(NS(=O)(=O)c2ccc3c(c2)CCC(=O)N3)cc1O	-1	-3	-13	.	-1	4	-8	-6	-1.5	13
CC1CCCC(NC(=O)C2CCCN2S(=O)(=O)c2cccc3nsnc23)C1C (configuration not stated)	.	.	-33	-16	-7	.	-5	-12	0.0	33
O=C(CSc1nnc(NC(=O)c2ccco2)s1)Nc1ccccc1	.	-2	-12	-9	0	26	-6	-8	-1.5	12
